Bcl-2 Bim block = inhibitors of Bim-Bcl-2 interaction, human; P10415; Bead-based flow cytometry, Bim peptide-Bcl-2 binding; inhibition, % at 10 µM; 0.06% of 190,000 active; AID 950; in the data active means inhibition above about 40%;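 further: 0% = no compound wells with probe peptide and 100% = reference peptide inhibitor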
Mcl-1 Bim block = disrupts Bim peptide binding to human Mcl-1. Q07820. Bead-based flow cytometry, Bim peptide-Mcl-1 binding. inhibition, % at 10 µM. 0.1% of 190,000 active. AID 1009;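 further: 0% = no compound tracer wells and 100% = peptide blocker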
Target sequence (Q07820 whole entry, looked up): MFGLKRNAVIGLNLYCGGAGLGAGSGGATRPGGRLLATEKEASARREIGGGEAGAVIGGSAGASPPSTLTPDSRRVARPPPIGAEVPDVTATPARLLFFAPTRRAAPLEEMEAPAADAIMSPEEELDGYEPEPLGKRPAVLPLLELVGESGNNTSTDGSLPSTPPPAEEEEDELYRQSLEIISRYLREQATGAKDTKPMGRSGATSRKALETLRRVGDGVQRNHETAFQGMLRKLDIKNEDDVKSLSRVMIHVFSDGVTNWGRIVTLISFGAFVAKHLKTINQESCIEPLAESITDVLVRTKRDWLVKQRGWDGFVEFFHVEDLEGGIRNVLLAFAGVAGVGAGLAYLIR
RGS4-Gao reg = human RGS4-Galphao interaction regulation; P09471; Multiplexed bead flow cytometry, RGS4-Galphao binding; actives lie on both sides; binding response (% of control), % at 10 µM; 0.33% of 220,000 active; in the data active means binding response below about 49% or above about 150%; inactive means in between;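 further: fluorescent Galphao activated with aluminum fluoride binding bead-coupled RGS4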
RGS8-Gao reg = human RGS8-Galphao interaction regulation | P09471 | AID 1423 | multiplexed bead flow cytometry, RGS8-Galphao binding; actives lie on both sides | 0.34% of 220,000 active | response (percent of control binding), % at 10 µM; in the data active means response below about 60% or above about 140%; inactive means in between;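 further: Galphao activated as the GDP aluminium fluoride complex binding bead-coupled RGS8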
Bim-Bfl-1 = human Bim-Bfl-1 interaction inhibition; 0.12% of 190,000 active; inhibition, % at 10 µM; Bead-based flow cytometry, Bim-Bfl-1 binding inhibition;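 further: 0% = wells without compound plus tracer and 100% = blocker peptide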
Bim-Bcl-XL = human Bim-Bcl-XL interaction inhibition; Q07817; Bim peptide-Bcl-XL binding, bead flow cytometry, fluorescence; inhibition, % at 10 µM; 0.04% of 190,000 active
Target sequence (Q07817 whole entry, looked up): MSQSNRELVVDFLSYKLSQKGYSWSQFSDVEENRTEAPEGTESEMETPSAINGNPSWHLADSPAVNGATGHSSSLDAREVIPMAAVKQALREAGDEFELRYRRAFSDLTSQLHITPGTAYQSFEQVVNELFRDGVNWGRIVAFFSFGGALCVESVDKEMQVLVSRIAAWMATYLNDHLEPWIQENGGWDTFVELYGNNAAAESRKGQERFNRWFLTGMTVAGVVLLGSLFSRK
Bcl-B Bim block = disrupts Bim peptide binding to human Bcl-B; 0.073% of 190,000 active; AID 951; bead-based flow cytometry; Q9HD36; inhibition, % at 10 µM;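 further: 0% = tracer peptide without compound and 100% = reference inhibitor peptide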
Target sequence (Q9HD36 whole entry, looked up): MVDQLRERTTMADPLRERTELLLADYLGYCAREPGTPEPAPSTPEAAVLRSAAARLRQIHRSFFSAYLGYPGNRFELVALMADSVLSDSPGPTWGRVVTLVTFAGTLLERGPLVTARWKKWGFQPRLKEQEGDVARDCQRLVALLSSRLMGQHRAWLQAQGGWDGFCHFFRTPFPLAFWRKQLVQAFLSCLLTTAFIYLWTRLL
Bcl-W Bim block = human Bim-Bcl-W interaction inhibition. bead-based flow cytometry, Bim peptide-Bcl-W binding. 0.02% of 190,000 active. Q92843. inhibition, % at 10 µM;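 further: 0% = bound tracer without compound and 100% = peptide blocker; higher means less fluorescent Bim peptide bound to Bcl-W beads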
Target sequence (Q92843 whole entry, looked up): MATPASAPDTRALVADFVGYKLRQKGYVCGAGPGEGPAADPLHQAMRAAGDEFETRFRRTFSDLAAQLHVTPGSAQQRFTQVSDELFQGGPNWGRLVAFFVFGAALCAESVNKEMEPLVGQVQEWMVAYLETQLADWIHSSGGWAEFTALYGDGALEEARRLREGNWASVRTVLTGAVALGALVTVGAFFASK
ABCB1 inh = human ABCB1 inhibition, ABCG2 as counter-screen | 0.067% of 190,000 active | inhibition, % at 6.6 µM | CCRF-Adr cells, JC-1 efflux, flow cytometry; in the data active means inhibition above about 40%;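 further: 0% = vehicle and 100% = reference inhibitor; higher value means more JC-1 retained so stronger ABCB1 efflux block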
RGS7-Gao = modulates binding of RGS7 to human Galphao | P09471 | Multiplexed bead flow cytometry; actives lie on both sides | binding response (% of control), % at 10 µM | 0.35% of 220,000 active | AID 1439; in the data active means binding response below about 49% or above about 150%;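 further: fluorescent Galphao held in activated GDP-AlF4 state binding bead-coupled RGS7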
ABCG2 inh = inhibitors of human ABCG2 transporter, ABCB1 counter-screen. IgMXP3 cells, JC-1 efflux, flow cytometry. 0.1% of 190,000 active. inhibition, % at 6.6 µM. AID 1325;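 active means inhibition above 80%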;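 further: 0% = DMSO and 100% = nicardipine control wells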
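Measure – % inhibition of efflux relative to nicardipine and DMSO · Test system – ABCG2 IgMXP3 and barcoded ABCB1 CCRF-Adr cell mix · Control set – nicardipine as high control, DMSO as low control · Compound – one concentration, 6.6 µM final · Signal – flow cytometry of retained JC-1 fluorescence · Timing – 10 min exposure at 25 °C with rotation, no wash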
Numbers without * were called inactive. Unless noted, no stated cut-off is given here; in the data, active means inhibition above about 40%.

SMILES	Bcl-2 Bim block	Mcl-1 Bim block	RGS4-Gao reg	RGS8-Gao reg	Bim-Bfl-1	Bim-Bcl-XL	Bcl-B Bim block	Bcl-W Bim block	ABCB1 inh	RGS7-Gao	ABCG2 inh
CN(C(=O)COC(=O)c1ccc(Cl)nc1)C1CCS(=O)(=O)C1 (stereo not drawn)	3	1	102	99	-2	1	-2	0	0.4	99	1
CCOc1ccc2nc(SCC(=O)NC(=O)C(C)C)sc2c1	0	0	111	113	4	4	0	3	-0.2	111	1
O=C(Cc1c2ccccc2nc2ccccc12)c1ccccc1	0	-6	95	102	-4	-6	-9	-6	-1.2	102	13
Cc1noc2c1C(c1ccc(N(C)C)cc1)C1=C(CC(C)(C)CC1=O)N2 (stereo not drawn)	-2	0	97	98	-3	-3	-2	0	0.5	98	1
N#Cc1cccc(NC(=O)Cc2ccccc2)c1	0	-3	100	96	3	1	-1	-2	0.4	101	5
CCCCCN1CC(O)=C(c2ccccc2)C1=N	-2	3	107	106	-12	-3	-8	3	0.1	102	4
NCCc1nc(-c2ccccc2)cs1	-1	-1	98	99	1	0	4	-1	0.8	101	3
O=C(Nc1nc(=O)c2ccccc2s1)c1ccccc1	-4	-1	94	97	-3	-2	-7	0	0.3	98	2
CCOC(=O)c1cccc(-c2ccc(C=O)o2)c1	-11	-5	102	100	-18	-12	-16	-8	0.0	102	5
S=c1[nH]nc(-c2cc3ccccc3o2)n1Cc1ccccc1	7	-5	106	104	0	-5	-44	-8	-0.5	107	0
O=c1cc(CO)oc(C(Nc2cccc([N+](=O)[O-])c2)c2ccccn2)c1O (stereo not drawn)	0	-4	87	93	-2	-4	-2	-3	-1.7	90	-6
Cc1cccc2cc(-c3nc4c(C)cccn4c3NCc3ccco3)c(=O)[nH]c12	-4	-2	103	105	-3	-7	-4	2	0.7	104	5
COc1ccc(/C=N/N(C(C)=O)c2nc(-c3ccc(C)cc3)cs2)cc1	-5	-7	100	101	-13	-4	-10	-1	0.1	98	3
CCCCN(C)S(=O)(=O)c1ccc(C(=O)Nc2nnc(C3=COCCO3)o2)cc1	-1	-2	102	101	-4	-2	1	0	-0.3	103	2
Cc1ccc(S(=O)(=O)NCCCCCC(=O)Nc2c(C)n(C)n(-c3ccccc3)c2=O)cc1	-1	5	102	106	-1	2	-1	2	1.8	100	31
COc1ccc(C2(C(=O)NCCCN(C)C)CCOCC2)cc1	-8	0	105	100	-11	-6	-6	0	0.0	99	0
COCCCNCC(O)COc1cccc2[nH]c(C)cc12 (stereo not drawn)	-1	7	96	98	1	0	-3	3	-0.3	95	0
Cn1c(CNC(=O)c2cccs2)nnc1SCC(=O)Nc1ccccc1	0	-4	91	104	0	-7	-8	-4	0.2	95	2
CN1CCN(C(=O)CCc2ccc(S(=O)(=O)NC3CCCCC3)cc2)CC1	0	0	100	101	-4	-3	-5	0	0.4	99	-2
COc1ccc2cc(Br)ccc2c1CC(=O)NC(C)(C)C	1	-3	103	105	0	-2	-1	-2	0.7	105	4
COc1ccc(C2=NOC(C(=O)O)C2)cc1 (stereo not drawn)	0	1	100	97	-11	-1	-3	4	0.2	103	1
CC(C)Sc1nnc(NC(=O)c2ccco2)s1	0	-7	102	103	-3	-5	-17	-4	0.5	104	2
CCOc1ccccc1Nc1nc(N)nc(CN2CCCCC2C)n1 (stereo not drawn)	0	0	102	99	-6	-4	-3	0	0.8	100	2
COc1ccc(CN2CCN(C(=O)c3cccnc3)CC2)cc1Br	0	-3	118	123	-1	-7	0	-2	-0.7	115	2
CCCCN(CCCC)Cc1ccc(C(=O)NN)o1	-1	-4	103	98	-1	-1	-3	0	0.7	104	2
Cc1onc(-c2c(F)cccc2Cl)c1C(=O)OCC(=O)NC(c1ccccc1)c1ccccc1	1	-4	101	102	-2	-7	-1	-3	0.9	100	4
Cc1ccc(-c2nc(CN3CCN(c4cnccn4)CC3)c(C)o2)o1	0	-1	96	97	-7	-4	-6	-4	1.2	97	3
COC(=O)COc1ccc(S(=O)(=O)Nc2ccc3c(c2)OCO3)cc1Cl	-4	0	103	107	0	-1	-2	3	-0.1	105	2
Cc1[nH]c2ccccc2c1Cc1n[nH]c(=S)o1	-5	-2	104	102	-1	-5	-20	0	0.4	103	1
O=S(=O)(c1ccc(N2CCCC2c2nc3ccccc3s2)nc1)N1CCOCC1 (stereo not drawn)	-2	-1	97	98	-2	-1	0	-2	1.7	99	2
O=C1/C(=C/N(C(=O)c2ccco2)c2ccc(Cl)cc2)Sc2ccccc21	-5	-1	99	98	-5	-5	-6	-2	-0.1	101	-2
CC(=O)N(C)c1ccc(NC(=O)/C=C/c2ccccc2Cl)cc1	-3	-5	98	100	0	-7	-3	-4	0.6	97	4
Cc1ccc(C(=O)OCC(=O)Nc2ccccc2)cc1NC(=O)c1ccco1	-7	-7	99	102	-7	-4	-10	3	-0.2	98	0
CC(C)(C)N1C(=O)c2ccc(C(=O)Nc3ccc(-c4nc5ccccc5[nH]4)cc3)cc2C1=O	-9	-4	100	103	-20	-8	-10	-5	-1.0	99	-7
Cc1cc(C)nc(SCC(=O)Nc2ccc(N3CCOCC3)cc2)n1	-2	2	95	100	-4	0	1	1	1.1	96	10
O=C(NC(=S)Nc1nc(-c2cccc3ccccc23)cs1)c1cc2ccccc2o1	-1	-3	102	101	-3	-8	-11	-8	-0.2	100	-2
COC(=O)Nc1cc(C)nc2ccccc12	-9	-2	103	102	-15	-8	-9	0	0.6	100	6
CCO[C@H]1OC(C(=O)NC2CC2)=C[C@@H](c2ccc(Br)cc2)[C@@H]1CCCO	-8	-4	105	101	-7	-3	-3	1	0.5	100	2
COC(=O)c1cc2occc2n1CC(=O)N(C)C1CCCCC1	-10	-2	102	99	-10	5	-11	-2	0.9	101	5
CCN(CC)S(=O)(=O)c1ccc(OC(C)C)nc1	-5	0	95	100	-10	-4	-8	3	-0.2	98	1
Fc1ccc(C2c3cccn3CCN2C(=S)Nc2cccc(F)c2)cc1 (stereo not drawn)	-3	-4	99	97	-5	-4	-6	-5	0.0	100	0
CCOc1ccc(OCC)c2sc(C)nc12	0	1	103	103	-7	0	-3	4	-0.1	100	0
COC(=O)CCC(=O)Nc1nccs1	1	0	102	104	-1	3	-2	2	0.2	102	0
COc1ccccc1-n1c(SCC(=O)Nc2nnc(C)s2)nc2c(c1=O)SCC2	7	3	105	103	4	0	4	4	0.1	100	1
O=c1cc(CNc2ccc(Br)cc2)nc2sccn12	-6	-3	106	100	-16	-8	-5	-4	0.7	101	0
Cc1ccc(S(=O)(=O)N/N=C2/CC(c3ccccc3)Oc3ccccc32)cc1[N+](=O)[O-] (stereo not drawn)	3	1	101	105	6	11	7	9	-0.3	96	-1
O=C(CCn1nc(-c2ccc(Cl)cc2)c2ccccc2c1=O)NCC1CCCO1 (stereo not drawn)	-6	0	101	98	-8	-1	-6	4	1.0	102	5
COCc1cc(C)nc(N2CCNCC2)c1C#N	-7	-2	95	101	-11	-3	-11	3	0.0	95	1
CCc1nnc(NC(=O)CSc2nnc(CNC(=O)c3cc(OC)c(OC)c(OC)c3)o2)s1	-4	-2	100	98	-4	0	-3	0	0.7	97	1
CC(=O)c1cccc(NC(=O)C2CCCC2)c1	0	0	100	99	0	0	0	1	1.0	102	6
CCOC(=O)CSc1nnc2c(n1)C1(C)CCC2C1(C)C (stereo not drawn)	3	-2	98	97	0	-1	0	-1	0.5	94	1
COc1ccc(N(C(=O)c2cccc([N+](=O)[O-])c2)S(=O)(=O)c2ccc3c(c2)n(C)c(=O)n3C)cc1	-2	-2	101	105	-2	-1	-2	-1	3.0	100	2
O=C(O)CC1COc2ccccc2N1C(=O)c1ccccc1Cl (stereo not drawn)	-4	-1	94	94	-5	-1	-3	-2	0.0	91	0
CCn1c(SCC(=O)NC(C)(C)C)nc(O)cc1=O	0	-1	101	102	-2	0	-1	0	0.4	99	4
COCCCNC(=O)c1cccc(C(=O)NCCCOC)c1	-1	0	91	92	-6	-4	0	-2	1.0	91	2
O=C(N/C(=C/c1ccc(Br)cc1)C(=O)N1CCOCC1)c1cccs1	0	1	96	94	-2	5	1	3	0.4	90	2
CCCCCC(=O)N1CCN(CCN=CC2=C(O)CC(c3ccc(OC)c(OC)c3)CC2=O)CC1 (stereo not drawn)	-2	-2	95	96	-9	2	-5	0	0.1	95	1
O=Cc1ccccc1OS(=O)(=O)c1ccccc1	-5	-2	102	100	-1	0	-2	-2	0.7	101	5
Nc1ccccc1N=Cc1ccc(-c2cccc(Cl)c2)o1	1	1	100	100	0	-1	-5	1	0.9	103	3
CCN(CC)c1ccc(/C=C(/C#N)C(=O)NC(C)C)o1	-6	4	101	102	-8	-5	-8	-5	0.5	103	2

Reprinted at random: six entries already listed.
SMILES	Bcl-2 Bim block	Mcl-1 Bim block	RGS4-Gao reg	RGS8-Gao reg	Bim-Bfl-1	Bim-Bcl-XL	Bcl-B Bim block	Bcl-W Bim block	ABCB1 inh	RGS7-Gao	ABCG2 inh
COc1ccccc1-n1c(SCC(=O)Nc2nnc(C)s2)nc2c(c1=O)SCC2	7	3	105	103	4	0	4	4	0.1	100	1
CC(=O)c1cccc(NC(=O)C2CCCC2)c1	0	0	100	99	0	0	0	1	1.0	102	6
Cc1ccc(S(=O)(=O)N/N=C2/CC(c3ccccc3)Oc3ccccc32)cc1[N+](=O)[O-] (stereo not drawn)	3	1	101	105	6	11	7	9	-0.3	96	-1
CCN(CC)c1ccc(/C=C(/C#N)C(=O)NC(C)C)o1	-6	4	101	102	-8	-5	-8	-5	0.5	103	2
COC(=O)CCC(=O)Nc1nccs1	1	0	102	104	-1	3	-2	2	0.2	102	0
Nc1ccccc1N=Cc1ccc(-c2cccc(Cl)c2)o1	1	1	100	100	0	-1	-5	1	0.9	103	3

The results go on:
SMILES	Bcl-2 Bim block	Mcl-1 Bim block	RGS4-Gao reg	RGS8-Gao reg	Bim-Bfl-1	Bim-Bcl-XL	Bcl-B Bim block	Bcl-W Bim block	ABCB1 inh	RGS7-Gao	ABCG2 inh
CCOC(=O)/C(C#N)=C/c1ccc(OC(=O)c2ccccn2)cc1	-12	-1	101	101	-10	-5	-6	-2	0.1	98	0
Cc1ccc(OCC(=O)Nc2ccc3c(c2)CCC3)c([N+](=O)[O-])n1	-5	-1	103	106	-12	-3	-9	-5	-0.1	104	2
O=C(Nc1ccc2[nH]c(=S)sc2c1)c1ccccc1	1	-10	105	101	6	-6	-30	0	-0.4	107	0
CCN=C1SC(CC(=O)NCCc2ccc(OC)cc2)C(=O)N1CC (stereo not drawn)	-3	3	98	99	-16	-2	-5	1	0.4	101	2
CC(C)=CCN1CCN(Cc2cnc(N3CCOCC3)s2)CC1CCO (stereo not drawn)	1	0	100	102	-4	0	0	0	1.0	97	4
O=C(N/N=C/c1ccc[nH]1)c1ccc(O)cc1	-8	-3	99	101	-12	-4	-8	-6	0.5	103	1
O=C(Nc1ccc(F)c(F)c1)c1cc(S(=O)(=O)N2CCN(c3ccccn3)CC2)ccc1F	20	12	102	101	18	17	18	21	0.1	99	4
C=CCNC(=O)/C(C#N)=C/c1cn(-c2ccccc2)nc1-c1ccc(OC)c([N+](=O)[O-])c1	-9	-4	104	103	-19	-11	-9	-5	6.6	100	13
C=CCc1ccc(OCCOCCOc2cccc3cccnc23)c(OC)c1	-8	-3	101	100	-12	-6	-6	-7	0.6	98	5

Hits appear at their usual frequency (roughly 0.94% active in at least one column).
